Source: PubChem
GSK3A inh: inhibitors of human GSK-3 alpha kinase; inhibition, % at 10 µM; ADP-Glo luminescence, 60 min; 320,000 compounds, 0.1% hits; P49840; AID 2650;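 in the data active means inhibition above about 50%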;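 further: GST-tagged GSK-3 alpha with peptide substrate and 25 µM ATP; 0% = DMSO neutral wells and 100% = GW8510 positive control wells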
Target sequence (P49840 whole entry, looked up): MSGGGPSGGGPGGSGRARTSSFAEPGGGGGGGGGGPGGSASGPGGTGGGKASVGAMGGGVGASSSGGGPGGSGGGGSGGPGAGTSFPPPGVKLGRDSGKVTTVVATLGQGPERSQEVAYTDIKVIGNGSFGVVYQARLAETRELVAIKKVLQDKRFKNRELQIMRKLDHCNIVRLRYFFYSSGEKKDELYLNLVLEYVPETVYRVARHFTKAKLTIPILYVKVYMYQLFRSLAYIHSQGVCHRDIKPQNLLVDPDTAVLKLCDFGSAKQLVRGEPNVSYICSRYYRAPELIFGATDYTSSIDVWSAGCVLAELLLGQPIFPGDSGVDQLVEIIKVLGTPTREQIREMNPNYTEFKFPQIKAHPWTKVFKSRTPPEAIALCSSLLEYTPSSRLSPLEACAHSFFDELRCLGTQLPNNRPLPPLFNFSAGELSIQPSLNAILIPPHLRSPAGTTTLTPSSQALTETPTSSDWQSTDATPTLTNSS
Platelet DG rel: platelet dense granule release activity; human platelet-rich plasma, SFLLRN dense granule ATP release, luminescence; inhibition, %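 (compounds screened at 7.5 µM in platelet-rich plasma)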; 300,000 compounds, 0.22% hits;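 active means mean replicate score, as percent of positive control, at or above 50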
HSP90 inh: HSP90 refolding inhibition in rabbit reticulocyte lysate; luciferase refolding luminescence, 3 h; 290,000 compounds, 0.91% hits; inhibition, % at 5.6 µM;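 active means inhibition above the screen-wide mean plus 3 SD, computed separately per campaign, cut at about 16% in these data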;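 further: 0% = DMSO wells and 100% = 60 µM geldanamycin wells; inhibitors lower the luminescence because luciferase stays unfolded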
KLF5 inh: kruppel-like factor 5 inhibition. DLD-1 KLF5 promoter-luciferase reporter, luminescence. inhibition, % at 5 µM. 290,000 compounds, 0.23% hits;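 active means inhibition above a per-plate limit of that plate's mean compound inhibition plus 3 SD, cut at about 60% in these data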;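 further: 0% = DMSO wells and 100% = LY294002 at 200 µM; higher means less KLF5 promoter-driven luciferase light; inactives centre near -14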
aSyn UTR inh: MLPCN primary screen, SNCA 5' untranslated region; alpha-synuclein 5'UTR reporter, inhibitor activity; inhibition, % (tested at 7.5 µM); 300,000 compounds, 0.82% hits; in the data active means inhibition above about 60%;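 further: H4 neuroglioblastoma cells stably carrying SNCA 5'UTR luciferase fusion; 0% = DMSO wells and 100% = positive control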
HSF1 inh: HSF1 inhibition | 300,000 compounds, 0.77% hits | NIH3T3-HGL HSE-luciferase, MG132-induced, luminescence 8 h; hits give low values | AID 2098 | activity change, negative = inhibition, % at 7.5 µM (by protocol);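 active means more than half of replicate wells show activity change below -50%, luminescence cut by over half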;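 further: luciferase reports HSF-1 transcriptional activity via heat shock element; 0% = median of DMSO wells and -100% = zero luminescence signal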
HSF-1 act: increases HSF-1 driven luciferase reporter signal; NIH3T3-HGL HSF-1 luciferase reporter, MG132, 8 h; 100% = twice DMSO control signal; activation, % at 9 µM; 300,000 compounds, 1.7% hits;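 active means mean replicate activation of at least 50% with a set share of replicates each reaching 50%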;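 further: 0% = median of the neutral control wells and 100% = twice that signal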
IEC-6 tox: kills IEC-6 intestinal cells in KLF5 counter-screen | IEC-6 cytotoxicity, luminescence viability | inhibition, % at 5 µM | 290,000 compounds, 0.78% hits | AID 1825; in the data active means inhibition above about 22%;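 further: 0% = plate median of test compound wells and 100% = cytotoxic reference compound wells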
DYRK1A inh: inhibitors of rat Dyrk1A kinase | AID 504441 | 310,000 compounds, 0.43% hits | ADP-Glo luminescence, NFATc1 peptide | inhibition, % at 12.5 µM; in the data active means inhibition above about 50%;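 further: plate controls were vehicle with enzyme for no effect and no enzyme for full effect; many of its hits are not listed in these tables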
GSK3beta inhib: inhibitors of human GSK3beta kinase. GST-GSK3beta kinase, ADP-Glo luminescence, 60 min; hits give low values. activity score (negative = inhibition), % at 10 µM. 300,000 compounds, 0.038% hits;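 active means more than half of replicate wells score below -50%, meaning over 50% inhibition versus plate controls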;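 further: 0% = median DMSO wells and -100% = median GW8510 positive control wells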
Target sequence (P49841 whole entry, looked up): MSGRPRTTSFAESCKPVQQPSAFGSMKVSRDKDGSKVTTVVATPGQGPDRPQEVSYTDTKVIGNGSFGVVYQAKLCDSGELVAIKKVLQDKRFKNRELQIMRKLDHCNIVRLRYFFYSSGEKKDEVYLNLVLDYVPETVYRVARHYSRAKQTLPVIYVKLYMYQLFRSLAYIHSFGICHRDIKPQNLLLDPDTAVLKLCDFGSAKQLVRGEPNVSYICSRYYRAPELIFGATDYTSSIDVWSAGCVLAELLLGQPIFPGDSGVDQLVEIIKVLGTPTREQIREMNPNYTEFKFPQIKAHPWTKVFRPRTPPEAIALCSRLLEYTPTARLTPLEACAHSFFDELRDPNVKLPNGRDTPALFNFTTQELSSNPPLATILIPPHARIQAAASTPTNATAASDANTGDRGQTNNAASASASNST
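test system = GST-tagged human GSK3beta kinase, cell-free | reagent = 25 µM ATP with peptide substrate | dosing = one dose of 10 µM per compound | schedule = 60 min reaction, RT | detection = luminescent ADP-Glo measurement of ADP formed | control set = DMSO neutral wells and GW8510 at 20 µM as positive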
* hit, by the source's call; . = not tested or not shown. An excerpt, so the mix of outcomes need not match the whole.

SMILES	GSK3A inh	Platelet DG rel	HSP90 inh	KLF5 inh	aSyn UTR inh	HSF1 inh	HSF-1 act	IEC-6 tox	DYRK1A inh	GSK3beta inhib
COc1ccc(C(=O)Nn2cc3c(c2-c2ccccc2)c(=O)n(C)c(=O)n3C)cc1	1	11	-2	-25	-13	-1	20	1	5	3
N#Cc1c(N)nc(SCC(=O)C23CC4CC(CC(C4)C2)C3)c(C#N)c1-c1ccc(Cl)cc1	-3	1	3	-19	6	-35	-40	0	5	1
CC1Nc2ncnc(N3CCN(c4ccccc4)CC3)c2N(Cc2ccc(Br)cc2)C1=O (centres undefined)	0	-1	.	.	22	-18	-36	.	-15	0
Cc1ccc(O)c(-c2cc(C(F)(F)C(F)F)[nH]n2)c1	1	-8	-1	-24	-48	50	80*	-11	24	4
COc1cc2c(cc1NC(=O)C(C)Sc1cccc[n+]1[O-])oc1ccccc12 (centres undefined)	.	-7	-3	-35	-241	23	40	9	19	2
CC(=O)Nc1sc2c(c1C#N)CCN(Cc1ccccc1)C2	4	3	3	-9	-5	-1	3	-1	6	3
CCOc1cc(CNCCc2ccc(S(N)(=O)=O)cc2)ccc1OCC(=O)NC(C)(C)C	5	.	2	-34	.	.	.	-3	-1	1
CCCS(=O)(=O)C(=C1NCCO1)S(=O)(=O)CCC	1	8	-2	-11	21	-14	-11	-3	12	1
COc1ccc(OCC(=O)N2CCN(c3nnc(-c4ccccc4)c4ccccc34)CC2)cc1	0	-1	2	-2	28	-6	-5	3	-3	5
O=C(CCNC(=O)c1ccccc1Cl)Nc1nc(-c2ccc3ccccc3c2)cs1	.	5	-4	-23	-5	-6	-14	2	-3	1
COc1cc2[nH]c(=O)n(CCCC(=O)NC3CCCCC3)c(=O)c2cc1OC	-4	-1	-6	-4	9	-3	3	-7	-9	5
COc1ccc(CNCc2ccccc2[N+](=O)[O-])cc1OC	0	-7	5	-21	-3	-7	-10	7	.	-1
Cc1c(NC(=O)C(C)OC(=O)c2nc(Cl)ccc2Cl)c(=O)n(-c2ccccc2)n1C (centres undefined)	0	-5	0	-38	8	-7	-5	1	2	-1
Cc1cc(NCc2ccc(F)cc2)nc2cc(Cl)ccc12	0	6	1	5	-7	2	-4	18	17	-10
COc1ccccc1N1CCN(C(=O)c2oc3ccc(Br)cc3c2C)CC1	1	-6	-2	11	23	-3	-7	-1	-6	1
CCOC(=O)CSc1nc2ccccc2n1CC(=O)NC(C)(C)C	-3	9	3	8	-17	-9	-5	-6	1	-5
O=C(NC1CCCCC1)C(c1cccs1)N(Cc1cccs1)C(=O)c1ccco1 (centres undefined)	-2	-1	0	-2	-17	16	7	0	6	5
COc1cccc(N2C(=O)Nc3ccccc3C2(O)C(=O)NCc2ccc3c(c2)OCO3)c1 (centres undefined)	2	6	4	-15	1	5	7	2	-5	1
COCc1cc(C)nc(SCC(=O)Nc2ccccc2N2CCOCC2)c1C#N	0	-5	2	-12	23	25	65*	6	9	0
CC(C)(C)NC(=O)C1CCN(C(=O)c2ccco2)CC1	0	8	-3	-1	10	-7	-11	-5	-2	1
O=C(Nc1ccc(Cl)c(-c2nc3ccccc3[nH]2)c1)c1cccnc1	-2	-1	1	-15	-20	-6	-4	4	1	3
COc1ccc(S(=O)(=O)N2CCCC(C(=O)Nc3cccc(C(C)=O)c3)C2)cc1 (centres undefined)	1	11	3	-42	-31	1	8	-3	2	0
O=C(COC(=O)c1cc(-c2cccs2)nc2ccccc12)NCc1ccco1	-3	6	1	17	-16	0	6	-8	15	4
Cc1ccc(S(=O)(=O)Cc2ccc(C(=O)NC3CCCCCC3)o2)cc1	-3	23	-5	2	-2	2	-1	3	-11	0
CCOc1ccccc1/C=N/Nc1cc(C)nc2ccc(C)cc12	0	-8	-2	-11	-48	3	19	-6	14	-3
O=C(Cc1c(F)cccc1Cl)Nc1ccc(S(=O)(=O)NCC2CCCO2)cc1 (centres undefined)	-5	2	3	-20	14	-2	3	8	-5	4
CC[n+]1c(/C=C(\C)Nc2ccccc2)sc2ccccc21	-1	.	4	7	.	.	.	4	13	.
Cc1ccc2nc(NCC(=O)NN)nc(-c3ccccc3)c2c1	-4	-20	-1	-13	11	-4	8	4	.	1
COc1ccc(CC(=O)N(C)CC(=O)Nc2ccccc2C(F)(F)F)cc1S(=O)(=O)N1CCOCC1	2	2	.	.	5	3	10	.	9	-1
Cn1c(S(=O)(=O)c2ccc([N+](=O)[O-])cc2)nc(Br)c1Br	-2	-7	10	-22	7	1	7	-2	3	11
COc1cc(OC)cc(N(C(=O)CNC(=O)c2cccs2)C(C(=O)NCC2CCCO2)c2ccc(OC)c(OC)c2)c1 (centres undefined)	-2	5	3	-25	-23	-1	19	-6	0	0
CCOC(=O)C1CCN(C(=O)Nc2cccc(OC)c2)CC1	3	12	1	-23	-20	10	29	-2	4	-1
Oc1cccc2ccc[n+](CC(O)Cn3c4ccccc4c4ccccc43)c12 (centres undefined)	0	-3	5	6	-12	11	10	-8	0	1
CCCNC(=O)C1(O)c2cc(Br)ccc2NC(=O)N1c1ccc(Cl)cc1 (centres undefined)	1	-2	2	14	-20	-10	-6	3	-2	-8
Clc1ccc(CSc2nnc(CNc3cccc(Cl)c3)o2)cc1	-3	-4	-2	-17	-15	3	-9	-4	4	2
O=C(COc1ccccc1)NN1C(=O)CSC1=S	-4	-2	0	-16	-6	4	6	1	-3	0
CCOc1ccc(C(c2c(NC(=O)c3ccccc3)sc(C)c2C)N2CCN(C)CC2)cc1 (centres undefined)	-4	-8	4	-39	-3	14	6	-3	2	-1
O=C(CCC(=O)N(c1ccc(F)cc1)C(C(=O)NC1CCCC1)c1ccncc1)Nc1cccnc1 (centres undefined)	-1	4	-2	-55	5	3	-4	-4	-7	-2
COc1ccccc1-c1cc(C(=O)N2CCN(c3ccc(F)cc3)CC2)no1	-1	2	-2	-11	-1	11	29	-4	-1	0
CCN(c1ccccc1)S(=O)(=O)c1cc2c3c(c1)CCN3C(=O)CC2	-3	-10	.	.	-7	0	13	.	6	-2
CCOC(=O)c1c(C)[nH]c(C)c1S(=O)(=O)N(C)CC(=O)Nc1ccccc1C	2	5	1	10	23	4	20	-1	-3	-3
FC(F)Oc1ccc(N=C2SCC3CCCCN23)cc1 (centres undefined)	-1	4	1	-183	-206	20	39	-2	-6	.
O=C(Oc1ccc(Cl)c2cccnc12)N1CCCCC1	-2	0	0	-9	-28	8	10	4	12	2
O=C(CSc1nnnn1-c1ccc(O)cc1)c1ccc(F)cc1	8	0	-2	-7	-17	13	-2	-5	.	-2
COCc1cc(=O)n2[nH]c(C)cc2n1	-1	-11	4	8	-9	-3	10	4	7	-5
COC(=O)C1(Cc2ccc(O)c(CC3OC3(C)C)c2)OC(=O)C(O)=C1c1ccc(O)cc1 (centres undefined)	-5	-1	.	.	-21	16	31	.	-2	1
CC1CCCCC12NC(=O)N(CC(=O)NC(=O)Nc1ccc3c(c1)OCCO3)C2=O (centres undefined)	-1	-18	-1	-100	-169	9	30	-5	-2	3
Cc1cc(C)cc(NC(=O)c2ccc(CNc3c(N4CCOCC4)c(=O)c3=O)cc2)c1	-1	-5	1	-5	12	4	8	0	6	-1
CCOC(=O)c1c(NC(=O)C2CCCCC2C(=O)O)sc2c1CCCCC2 (centres undefined)	-6	0	-4	23	8	0	9	-8	-4	5
CC(=O)N1CCN(C2=NC(=O)/C(=C/c3ccc(OS(=O)(=O)c4ccccc4)cc3)S2)CC1	-5	15	4	-29	-14	4	1	0	6	2
Cc1ccc2c(c1)c(CC(=O)Nc1ccc(C)c(F)c1)c(C(=O)O)n2C	-10	-1	0	-29	9	-8	-9	-2	-4	4
COc1ccc(O)c(/C=N/NC(=O)c2cc(=O)[nH]c3ccccc23)c1	-2	4	9	-12	-6	3	1	-1	15	0
O=C(NCC1CCN(Cc2ccccc2Cl)CC1)Nc1ccccc1F	1	-7	-7	-21	-18	-1	18	-4	-1	-2
CC(C)NC(=O)c1ccc(Cl)cc1Cl	-2	-1	-3	-27	-14	-1	-3	5	2	3
CCOc1ccc(-n2c(=O)c3c4c(sc3n(CC(=O)NCC3CCCO3)c2=O)CCC4)cc1 (centres undefined)	-1	6	0	7	-5	-2	-10	0	15	3
CCOC(=O)c1nnn(CC(=O)NC(=O)Nc2cccc(CC)c2)c1C(=O)OCC	-2	4	0	-33	-4	.	.	-7	3	-2
O=C(N/N=C/c1ccc([N+](=O)[O-])o1)C(=O)Nc1ccc(C(=O)O)cc1	-3	4	1	-1	-3	-7	5	-16	10	0
CN(C)S(=O)(=O)c1ccc(Cl)c(NC(=O)COC(=O)/C=C/c2ccc(S(=O)(=O)N3CCOCC3)cc2)c1	4	-1	-1	-8	-1	6	21	-3	-5	2
NC(=O)c1c(NC(=O)c2ccncc2)sc2c1CCCC2	1	-5	-2	-37	-121	-6	4	3	20	-27
CCc1ccccc1N(CC(=O)N1CCc2ccccc2C1)S(C)(=O)=O	4	-5	-2	-25	-9	1	-5	-3	.	1

The listing continues:
SMILES	GSK3A inh	Platelet DG rel	HSP90 inh	KLF5 inh	aSyn UTR inh	HSF1 inh	HSF-1 act	IEC-6 tox	DYRK1A inh	GSK3beta inhib
O=c1[nH]c(-c2ccccc2)c(-c2ccccc2)o1	1	-4	-2	-19	2	-3	-10	1	-1	0
CC(C)(C)NC(=O)COc1ccc(CNn2nnnc2N)cc1	-1	-3	2	-18	13	-3	-17	-2	-4	0
COc1cc2[nH]c(C(=O)NN)c(N)c2cc1OC	6	0	-1	-16	9	-2	-6	-1	.	-1
CCCCCn1c(=O)[nH]c2cc(C(=O)NCCCN(CC)CC)ccc2c1=O	-2	2	-1	-25	9	1	2	-8	5	3
COC(=O)CCC(=O)Nc1cc(S(=O)(=O)Nc2ccc(Cl)cc2)ccc1N1CCOCC1	-1	7	15	18	-7	-3	6	-2	-7	1
Cc1ccc(NC(=S)Nc2cccnc2)c(S(=O)(=O)N2CCCCC2)c1	7	-7	-1	-14	-3	-3	-6	-2	0	1
O=C(O)C1C2CCCCC2=C2CCCCC2C1C(=O)O (centres undefined)	-2	0	1	-24	14	4	42	0	-3	-1
Cc1ccccc1NC(=O)C1c2ccccc2Oc2ccccc21	1	-4	-2	-3	0	3	22	-1	2	0
CCOC(=O)c1c(NC(=S)NC(=O)c2ccc(Cn3cc(Cl)cn3)o2)sc2c1CCCCC2	-1	3	1	-18	-3	9	6	-5	-4	5
COCCNCC#CCOc1ccc(OC)cc1	-1	-6	3	-41	-16	3	1	-8	3	0
